Pf apPOL inh: Pf-apPOL inhibitors, biochemical, fluorescence. Plasmodium falciparum apicoplast DNA polymerase (apPOL). Recombinant Pf-apPOL, molecular beacon fluorescence, 1.5 h. inhibition, % at 10 µM. actives 0.25% (n = 210,000). AID 1794808, 2022
mHTT-CaM PPI inh: mutant huntingtin-calmodulin interaction inhibitors – biochemical, AlphaScreen, primary screen; P42858; AlphaScreen His-mHTT/GST-CaM binding, luminescence; inhibition, % at 15 µM; actives 3.6% (n = 190,000); AID 1671202, 2021;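 note: 0% = both proteins with DMSO and 100% = one protein alone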
Starred values were filed as active, the others as inactive; . = no result given; & = joins results of further samples; ! = not active in a repeat. Cut-off read from the data, not from the text of the source: active = inhibition above about 50%; inactive = the rest.

compound	mHTT-CaM PPI inh	Pf apPOL inh
Cc1ccc(C(NC(=O)/C=C/c2ccc3c(c2)OCO3)C(=O)Nc2ccc3c(c2)OCCO3)cc1 (configuration not stated)	16	-2
COc1ccc(-c2cc(=O)n(CC(=O)NCc3ccc4c(c3)OCO4)cn2)cc1	-3	-5
CCn1ccc(C(=O)N2CCCC(c3nc(-c4ccccc4)n[nH]3)C2)n1 (configuration not stated)	0	0
CC1=NN(c2ccc(Cl)c(C(=O)O)c2)C(=O)/C1=C/c1ccc(Cl)cc1	6	3
CC(=O)N1CCN(c2cccc(C)c2C)CC1	-4	-3
CCOC(=O)c1c(C)noc1-c1ccc(Br)o1	.	-4
O=[N+]([O-])c1cccc(-c2nc(=S)c3c(o2)CCCC3)c1	5	2
CCc1c(C)nc(N)nc1N1CCOCC1	-4	-8
O=C(Cc1ccccc1)NCCCc1nc2ccccc2n1Cc1ccccc1F	15	4
O=C1CSC(c2ccc([N+](=O)[O-])cc2)N1c1c(F)cccc1F (configuration not stated)	4	1
COc1cc(OC)c(NC(=O)Cn2cc3c(n2)CCCCC3)cc1Cl	2	-6
CCCOc1ccc(/C=C2/N=C(c3ccccc3)OC2=O)cc1OC	22	1
Cc1cc(C)cc(NC(=O)c2ccc(C)cc2Cl)c1	10	-7
CN(C)CCOC(=O)NC12CC3CC(CC(C3)C1)C2	3	-7
CCOC(=O)c1c(N)no[n+]1[O-]	-6	.

The list goes on:
compound	mHTT-CaM PPI inh	Pf apPOL inh
O=C1OCc2ccc(NC(=O)c3nccnc3C(=O)O)cc21	.	-2
CCc1nc(N2CCN(C(=O)C3CCC3)CC2)c2c(C)c(C)sc2n1	6	-11
Cc1cccc(CN2Cc3cccc4c3[C@H](C=CC4)CC2=S)c1	4	-2
CC(O)(CNC(=O)c1cnccn1)c1cccs1 (configuration not stated)	-17	-3
CCOc1cccc(CNC(=O)c2nc(C)n(C3CCN(S(C)(=O)=O)CC3)c2C)c1	6	-9
COc1ccc(-c2coc3c4c(ccc3c2=O)OCN(C(C)C)C4)cc1	7	-51
O=C1Nc2ccccc2/C1=C/c1cccc([N+](=O)[O-])c1	10	-6
COc1cc(C=CC(=O)NCC2(O)CCc3ccccc3C2)cc(OC)c1OC (configuration not stated)	3	-3
COc1ccc(NC(=O)N2CCCC2c2nc(-c3cccc(OC)c3)no2)cc1 (configuration not stated)	13	-1
O=C(NCCc1c[nH]c2ccccc12)C1CCCN(c2ccc(-c3ccco3)nn2)C1 (configuration not stated)	-10	-2
O=C(NC1CCCC1)C1c2cccn2CC(=O)N1c1cccc(Cl)c1 (configuration not stated)	5	2
CC(=O)Nc1ccc(-c2noc(C3CCCN(C(=O)c4ccc(C#N)cc4)C3)n2)cc1 (configuration not stated)	7	1
O=c1c(Oc2ccccc2)c(C(F)(F)F)oc2cc(O)ccc12	-2&1	-1&-3
O=Cc1ccccc1OCc1cccc([N+](=O)[O-])c1	4	-12
NCc1cc(C(F)(F)F)cc(C(F)(F)F)c1	-5	.

Rewritten with each value named: part of the list above
O=c1c(Oc2ccccc2)c(C(F)(F)F)oc2cc(O)ccc12
  mHTT-CaM PPI inh: -2&1
  Pf apPOL inh: -1&-3
CCOC(=O)c1c(N)no[n+]1[O-]
  mHTT-CaM PPI inh: -6
  Pf apPOL inh: .
COc1ccc(-c2coc3c4c(ccc3c2=O)OCN(C(C)C)C4)cc1
  mHTT-CaM PPI inh: 7
  Pf apPOL inh: -51
O=C(NCCc1c[nH]c2ccccc12)C1CCCN(c2ccc(-c3ccco3)nn2)C1 (configuration not stated)
  mHTT-CaM PPI inh: -10
  Pf apPOL inh: -2

(list continues)
compound	mHTT-CaM PPI inh	Pf apPOL inh
O=C1CC(NS(=O)(=O)c2ccccc2)CN1Cc1ccccc1 (configuration not stated)	-9	-7
Cc1cccc(N2C=C(C(=O)N3CCC(C)CC3)S(=O)(=O)c3ccccc32)c1	10	0
Cc1nc2cc(NC(=O)c3ccccc3)ccc2n1Cc1ccccc1	9&16	25&-2
COc1cccc(CC(=O)N2CCC(c3nc(-c4ccc(NC(C)=O)cc4)no3)CC2)c1	11	2
COC1(NC(=O)c2ccc(C)cc2)C(C)=CC(=O)C=C1C	2	-4
Cc1ccc(NC(=O)CCC2CCCC2)nc1	-8	0
Cc1cc(C)c2c(=O)[nH]c(SCC(N)=O)nc2n1	0&-6	-1&-4
CC(/C=C1\N=C(c2cccc([N+](=O)[O-])c2)OC1=O)=C\c1ccccc1	2	1
Cc1cc(NC(=O)CC2NCCN(Cc3ccccc3)C2=O)no1 (configuration not stated)	.	1
O=C(NC(=O)c1cccc(=O)o1)Oc1ccccc1	.	-11
CCc1ccccc1NC(=O)CCS(=O)(=O)c1ccc(Br)s1	-6	-13
O=C(O)C(c1ccccc1)(c1ccccc1)c1ccc(O)cc1	-3	2
CCOc1ccc(C(=O)NC2(c3nc(-c4ccncc4)no3)CCCCC2)cc1OCC	12	1
COc1cc(C2Nc3ccccc3C(=O)N2Cc2ccco2)ccc1O (configuration not stated)	5	-4
N=C1NC(=O)CC(C(=O)Nc2ccc(Cl)cc2Cl)S1 (configuration not stated)	2	-4

Next section:
compound	mHTT-CaM PPI inh	Pf apPOL inh
CCOc1ccc(/C=c2\sc3nc(-c4ccccc4)nn3c2=O)cc1OC	5	-6
O=C(CCc1ccccc1)N1CCCC2(C1)Nc1cccnc1NC2=NC1CCCC1 (configuration not stated)	4	0
COc1ccc(NC(=O)N2CCc3nc[nH]c3C2)cc1	-2	-4
CC(=O)c1cccc(NS(=O)(=O)C2CC2)c1	-13	-1
COc1cc(CN2CCCC2c2cc(C)no2)ccc1OCC(C)C (configuration not stated)	0	5
CCCC(C)C(=O)Nc1ccc(OC)cc1OC (configuration not stated)	5	-7
CC(=O)c1cccc(NC(=O)N2Cc3ccccc3CC2S(C)(=O)=O)c1 (configuration not stated)	-8	-4
CC(=O)n1c2c(c3ccccc31)OC(N)=C(C#N)C2c1ccsc1 (configuration not stated)	4	-4
COc1ccc(-c2ccc3c(N)c(C(=O)Nc4cc(F)ccc4C)sc3n2)cc1	-12	4
COc1ccc2c(c1OC)C(=O)O[C@@H]2[C@H]1c2c(cc3c(c2OC)OCO3)CCN1C	.	-9
COc1ccc(CC(=O)N(C)c2ccccc2)cc1	14	-2
CC1CCN(Cc2c(F)cccc2F)CC1	-4	0
Cc1cccc(C2CCCN2C(=O)NC(C)C)c1 (configuration not stated)	-3	-1
O=C(O)c1cccc(N2C(=O)CSC2c2ccccc2Br)c1 (configuration not stated)	4	0
Cc1cc(Cl)ccc1OCC(=O)N1CC(C)CC(C)C1 (configuration not stated)	-10	2

Remaining list, next part:
compound	mHTT-CaM PPI inh	Pf apPOL inh
Cc1noc(-c2ccc(NC(=O)Cc3cccs3)cc2)n1	-4	-4
CCn1c(=N)c(C(=O)NCc2ccccc2)cc2c(=O)n3ccccc3nc21	-1	-10
C=C(C)COc1ccc([N+](=O)[O-])cc1	-14	-6
C=C1CCN([C@@H](CC(C)C)C(=O)NCc2ccc(Cl)c(Cl)c2)S(=O)(=O)c2ccccc21	99*	-1
O=C(Nc1ccc(Cl)c(Cl)c1)c1ccc(F)c(S(=O)(=O)NCc2ccco2)c1	64*	-4
O=C(c1ccc(C(F)(F)F)cc1)N1CCC(n2c(-c3ccco3)nc3cccnc32)C1 (configuration not stated)	91*	-7
CC(C)S(=O)(=O)c1ccc(C(=O)Nc2onc3c2CCCC3)cc1	-15	-10
O=C1CCCN2N=C(SCC(=O)NCc3ccc(F)cc3)SC2=N1	0	-8
COc1ccc2nc(NS(=O)(=O)c3ccc(C)cc3)sc2c1	0	-1
O=C(/C=C/c1ccccc1)Nc1cccc(C(=O)N2CCCC2)c1	3	2
CN(C)c1ccc(Nc2nc(-c3cccnc3)cs2)cc1	6	-8
Cc1nc2cc(N3CC(C(=O)Nc4cccc(Cl)c4C)CC3=O)ccc2o1 (configuration not stated)	-1	-4
O=C(CSc1nc2c(c(=O)n1-c1ccc(Cl)cc1)SCC2)Nc1ccccc1	16	-8
O=C(Nc1cccc(F)c1)C1CCCN(C(=O)c2cccc(C(F)(F)F)c2)C1 (configuration not stated)	27	9
CC(C)NS(=O)(=O)c1ccc2[nH]c(=O)sc2c1	-5	-2

Ordered by SMILES length (smallest number first): part of the list above
compound	mHTT-CaM PPI inh	Pf apPOL inh
CCc1c(C)nc(N)nc1N1CCOCC1	-4	-8
CCOC(=O)c1c(N)no[n+]1[O-]	-6	.
CCCC(C)C(=O)Nc1ccc(OC)cc1OC (configuration not stated)	5	-7
O=C1CCCN2N=C(SCC(=O)NCc3ccc(F)cc3)SC2=N1	0	-8
CCOc1ccc(C(=O)NC2(c3nc(-c4ccncc4)no3)CCCCC2)cc1OCC	12	1
O=C(NCCc1c[nH]c2ccccc12)C1CCCN(c2ccc(-c3ccco3)nn2)C1 (configuration not stated)	-10	-2

The list continues.
compound	mHTT-CaM PPI inh	Pf apPOL inh
CN1c2cc(C(=O)NCCc3ccccc3)ccc2C(=O)N2CCCCC21 (configuration not stated)	11	-6
O=C(O)c1ccc(CSc2nnc(-c3ccco3)o2)cc1	-2	3
CC1=CC(C)(C)NC(=S)N1c1ccc(Cl)cc1	.	-11
CCOC(=O)c1c(N)sc2c1-c1ccccc1C2	.	-14
CC1(C)C=Cc2c(nc3ccccc3c2NCc2ccccc2)C1	-10	-1
CN(C)c1ccc(C(=O)N2CCC(Cc3nnc(-c4ccccc4)o3)CC2)cc1	3	2
O=C1C(=Cc2c[nH]c3ccccc23)C(=O)c2ccccc21	57*!	0
Cc1c(C2=N/C(=C/c3cccc([N+](=O)[O-])c3)C(=O)O2)cccc1[N+](=O)[O-]	4	-2
CCC(=O)N1CCN(C(C(=O)Nc2cccc(C)c2)C2CCCC2)CC1 (configuration not stated)	3	-4
Fc1ccc(Nc2cccc3nccnc23)cc1	44	-3
Cc1ccc2nc(NC(N)=NS(=O)(=O)c3ccc([N+](=O)[O-])cc3)nc(C)c2c1	18&3	-4&1
COc1ccc(-c2c(C#N)c(SCC(=O)Nc3nccs3)nc3c2CCC3)cc1	-3	-1
O=c1[nH]c(SCc2ccccc2)nc2c1CN(Cc1ccc(F)cc1)CC2	19	-3
Cc1noc(NS(=O)(=O)c2ccc(NC(=O)COc3ccccc3[N+](=O)[O-])cc2)c1C	0	0
OC(COCC12CC3CC(CC(C3)C1)C2)CN1CCC(Cc2ccccc2)CC1 (configuration not stated)	-1	1

(more compounds)
compound	mHTT-CaM PPI inh	Pf apPOL inh
CCN1C(=O)N(CC)C2OCOC21 (configuration not stated)	-5	.
CNC(=O)N1CCc2ccc(C(=O)N3CCCC3)cc21	0	-2
O=C(CCC1CCCC1)N1CCc2[nH]nc(C(=O)N3CCCC3)c2C1	4	-4
CN1C(=O)C2(CCN(C(=O)NC(C)(C)C)C2)c2ccccc21 (configuration not stated)	2	-6
COc1ccc(C(=O)N2CCC(n3c(-c4ccoc4)nc4cccnc43)C2)cc1OC (configuration not stated)	20	-4
CCOc1cc(/C=C(\C#N)c2nc3ccc(C)cc3[nH]2)cc(I)c1O	80*	-1
COc1ccc(CCNC(=O)c2ccc(N(Cc3ccccc3Cl)S(C)(=O)=O)cc2)cc1	-4	-1
COc1cccc(C(C)NC(=O)c2c(F)cccc2Cl)c1 (configuration not stated)	-7	-2
O=C(CSc1nc2ccccc2n1S(=O)(=O)c1cccs1)NCc1cccs1	12	-5
COc1cc(/C=C2/N=C(c3ccc(C)cc3)OC2=O)cc(OC)c1OC	12	4
Cc1cccc(S(=O)(=O)N2CC3CN(C(=O)CC4CCCC4)CC(C2)O3)c1	-1	-7
COc1ccc(CNC(=O)c2ccc3c(c2)CC(=O)N3C)cc1	7	0
CNC(=O)C(C1CCCC1)N1CCN(C(=O)c2ccc(C)cc2)CC1 (configuration not stated)	2	-3
Clc1ccc(OCCCCSc2ncccn2)cc1	-84	3
O=C1c2ccccc2-c2nc3nonc3nc21	-9	.

Following part
compound	mHTT-CaM PPI inh	Pf apPOL inh
Cc1ccc(-c2csc(/C(C#N)=C/c3ccc([N+](=O)[O-])cc3)n2)cc1	12	-2
CCCc1nc2cccnc2n1C1CCN(C(=O)c2ccn(CC)n2)C1 (configuration not stated)	2	0
C=C(Cl)COC(=O)C1C2C=CC(C2)C1C(=O)O (configuration not stated)	3	.
COc1cccc(OCc2noc(-c3cccc(F)c3)n2)c1	-62	-1
Cc1ccc(OCC(=O)O)cc1	.	5&-24
CC(=NOC(=O)c1ccc(Cl)cc1)c1cc(-c2ccccc2)no1	.	-5
C=CCn1c(SCc2ccc([N+](=O)[O-])cc2)nnc1-c1ccc(Cl)cc1	1	-8
O=C1NC(=O)/C(=C/c2ccc(-c3ccccc3[N+](=O)[O-])o2)S1	37	-5
COc1ccccc1CNC(=O)C(C)Oc1ccccc1 (configuration not stated)	-5	-5
O=C(CC1CCN(S(=O)(=O)c2cccs2)CC1)NCc1ccccc1	-8	-3
COc1cccc2cc(NC(=O)/C=C/c3ccccc3)c(=O)oc12	2	-2
CCCCOc1ccccc1NC(=O)CC1SC(=NCC)N(CC)C1=O (configuration not stated)	-18	-24
COc1ccc(NC(=O)c2cc(S(=O)(=O)N3CCc4ccccc43)ccc2F)cc1	-1	-5
CC(NC(=O)c1cc2n(n1)CCCC2)c1ccc(F)cc1 (configuration not stated)	-1	4
COc1ccc(CNC(=O)c2ccc3c(c2)nc2n3CCC(C)C2)cc1 (configuration not stated)	4	1
O=C(NCCN1CCCCCC1)C1CCN(c2cnn(Cc3ccccc3)c(=O)c2)CC1	17	-4

Only part of the results is shown (hit frequency here may not be typical).
